Screens as filed in PubChem BioAssay.
ALDH1A1 inh = qHTS Assay for Inhibitors of Aldehyde Dehydrogenase 1 (ALDH1A1) | Purified ALDH1A1, NADH fluorescence, propionaldehyde substrate | Potency, µM (titrated, usually from 75.3 µM), for the others: at the highest dose activity, negative = inhibition, usual class: inhibitors | 7.3% of 220,000 active | AID 1030, 2008; active means well fitted inhibition curve with a large enough effect, not every such curve was filed as active; inconclusive means small, poorly fitted or top-dose-only effect, or another doubt; inactive means no such curve, though single readings can be large or run the other way;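 further: plate controls were no enzyme wells and a reference inhibitor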
Target sequence (P00352 whole entry, looked up): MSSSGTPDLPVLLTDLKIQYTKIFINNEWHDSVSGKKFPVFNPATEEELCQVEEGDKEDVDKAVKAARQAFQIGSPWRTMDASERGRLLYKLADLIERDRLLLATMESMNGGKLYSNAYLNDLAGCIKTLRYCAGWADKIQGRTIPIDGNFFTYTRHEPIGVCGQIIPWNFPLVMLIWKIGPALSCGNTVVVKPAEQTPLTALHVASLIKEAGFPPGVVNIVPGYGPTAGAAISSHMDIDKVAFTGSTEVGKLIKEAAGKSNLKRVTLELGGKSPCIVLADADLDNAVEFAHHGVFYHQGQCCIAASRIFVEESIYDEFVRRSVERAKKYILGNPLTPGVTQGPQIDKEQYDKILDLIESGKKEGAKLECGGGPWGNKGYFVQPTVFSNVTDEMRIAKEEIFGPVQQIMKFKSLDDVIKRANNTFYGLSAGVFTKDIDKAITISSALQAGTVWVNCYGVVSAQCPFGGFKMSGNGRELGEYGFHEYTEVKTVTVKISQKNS
aGal spleen mod = qHTS Assay for Inhibitors and Activators of Human alpha-Galactosidase From Spleen Homogenate; human spleen homogenate, 4MU-alpha-Gal fluorescence, 40 min; Alpha-galactosidase A (Homo sapiens), P06280; AID 2107, 2009; Potency, µM (top dose mostly 80 µM), inactives show top-dose activity change, negative = inhibition, usual class: inhibitors; 0.008% of 240,000 active;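 further: 0% = enzyme with vehicle and -100% = no enzyme basal signal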
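Fluorogenic readout (Ex 365/Em 440 nm) of 4-methylumbelliferone released from 1 mM 4-MU-alpha-galactoside by spleen homogenate, 40 min at 37C, pH 5.0. Data normalized to no-enzyme and enzyme controls; Hill-equation AC50 from compound titrations.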
TRb SRC2 PPI = qHTS for Inhibitors of the Interaction of Thyroid Hormone Receptor and Steroid Receptor Coregulator 2. Potency, µM (titrated, usually from 106 µM), inactives show at the highest dose activity change, negative = inhibition, hits mostly inhibitors. AID 1469, 2008. 0.065% of 280,000 active. TRbeta-SRC2 peptide binding, fluorescence polarization; receptor liganded with 1 µM T3;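 further: plate controls were bound peptide for no effect and peptide without receptor for full effect; nearly all actives have a fitted effect of over 50% in size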
Target sequence (P10828 whole entry, looked up): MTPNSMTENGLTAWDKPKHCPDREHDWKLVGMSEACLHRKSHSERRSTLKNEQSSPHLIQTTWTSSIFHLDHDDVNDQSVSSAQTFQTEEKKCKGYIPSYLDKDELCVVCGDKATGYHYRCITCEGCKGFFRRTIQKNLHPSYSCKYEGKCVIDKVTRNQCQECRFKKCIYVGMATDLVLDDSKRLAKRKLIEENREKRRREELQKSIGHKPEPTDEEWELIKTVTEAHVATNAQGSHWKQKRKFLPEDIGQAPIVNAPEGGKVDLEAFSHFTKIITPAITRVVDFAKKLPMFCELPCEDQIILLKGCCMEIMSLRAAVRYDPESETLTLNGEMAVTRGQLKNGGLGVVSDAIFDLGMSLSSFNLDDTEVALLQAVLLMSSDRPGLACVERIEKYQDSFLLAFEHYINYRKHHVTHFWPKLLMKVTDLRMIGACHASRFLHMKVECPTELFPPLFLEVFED
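Quantitative HTS by FP: 0.6 uM TRb LBD, 20 nM labeled SRC2 20-mer, 1 uM T3, 5% DMSO; 5 hr ambient incubation; % activity per concentration and potencies from concentration series.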
Tau fibril FP = qHTS for Inhibitors of Tau Fibril Formation, Fluorescence Polarization; AID 1468, 2008; 0.39% of 280,000 active; K18 P301L tau heparin fibrillization, Alexa594 FP, 6 h; Potency, µM (titrated, usually from 57.7 µM), without a hit: at the top dose activity, negative = inhibition, actives largely listed as inhibitors; Microtubule-associated protein tau (Homo sapiens), P10636; further: nearly all actives have a fitted effect of over 55% in size
Target sequence (P10636 561-689 P618L limits assumed): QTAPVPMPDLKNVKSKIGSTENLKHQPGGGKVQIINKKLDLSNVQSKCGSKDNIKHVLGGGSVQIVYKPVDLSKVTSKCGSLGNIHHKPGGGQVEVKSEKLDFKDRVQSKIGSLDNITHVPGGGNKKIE
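Steps: dispense K18 P301L tau (15 uM plus 0.24 uM Alexa 594 tracer, final) in pH 7 sodium acetate; add compound; add heparin (20 uM final); incubate 6 hr, 37 C; add ThT (30 uM final); after 1 hr ambient, read FP.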
L3MBTL1 block = qHTS Assay for the Inhibitors of L3MBTL1; Lethal(3)malignant brain tumor-like protein 1 (Homo sapiens), Q9Y468; AlphaScreen L3MBTL1–H3K9me1 peptide binding; Potency, µM (series often up to 57.1 µM), without a hit: at the highest dose activity, negative = inhibition, actives largely listed as inhibitors; 0.66% of 230,000 active; AID 485360, 2010; further: nearly all actives have a fitted effect of over 60% in size
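Displacement of a biotinylated histone H3(1-15) peptide monomethylated at Lys9 (75 nM) from L3MBTL1 (50 nM) was measured by AlphaScreen after a 30 min room-temperature compound incubation; cefsulodin titration served as intraplate control.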
Tau fibril ThT = qHTS for Inhibitors of Tau Fibril Formation, Thioflavin T Binding | Potency, µM (doses to about 57.4 µM), for the others: top-dose activity, negative = inhibition, hits mostly inhibitors | AID 1460, 2008 | recombinant tau K18 P301L, heparin-induced fibrillization, ThT fluorescence | 2.1% of 270,000 active; further: nearly all actives have a fitted effect of over 55% in size
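Heparin-induced (20 uM) aggregation of recombinant human K18 P301L tau, 15 uM unlabeled with 0.24 uM labeled, pH 7 acetate buffer, 6 hr at 37 C with compound. Fibrils quantified by 30 uM ThT fluorescence after 1 hr ambient incubation.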
Tau fluor counter = Counterscreen qHTS for Inhibitors of Tau Fibril Formation, Fluorescence Polarization | tau K18 P301L (four-repeat tau fragment) Alexa594 fluorescence, heparin fibrillization | Potency, µM (highest dose often 57.7 µM), without a hit: top-dose activity change, negative = decrease | 0.93% of 280,000 active; further: nearly all actives have a fitted effect of over 55% in size
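Human K18 P301L tau (15 uM unlabeled plus 0.24 uM Alexa 594-labeled, final) in 100 mM sodium acetate pH 7 was mixed with compound and 20 uM heparin and incubated 6 hr at 37 C.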
TexasRed fluor = Total Fluorescence Counterscreen for Inhibitors of the Interaction of Thyroid Hormone Receptor and Steroid Receptor Coregulator 2. 0.29% of 280,000 active. Potency, µM (titrated, usually from 106 µM), without a hit: at the highest dose fluorescence change, negative = quenching. TRb/SRC2 Texas Red total fluorescence interference; active means well fitted curve in either direction with a large enough effect; inconclusive means small, poorly fitted or top-dose-only effect
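Flags fluorescent or light-absorbing compounds by total fluorescence, S + 2P, at 555 nm excitation and 632 nm emission. Mixture: 20 nM Texas Red SRC2 peptide, 0.6 uM human TRb LBD, 1 uM T3, 5% DMSO; compound exposure 5 h at ambient temperature.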
* = called active by the depositor; u = inconclusive; x = not tested or not shown; & = joins results of further samples; [ ] = remark or other dose. Unless noted, the call rests on the fitted dose curve; in most records, active means well fitted curve in the direction sought with a large enough effect; inconclusive means small, poorly fitted or top-dose-only effect, or another doubt; inactive means no such curve, though single readings can be large; an effect the other way counts as inactive or inconclusive. Unless noted, on the % scale 0 is the no-effect control and ±100 the full control effect; potency means the concentration at half of the fitted maximal effect.

SMILES	ALDH1A1 inh	aGal spleen mod	TRb SRC2 PPI	Tau fibril FP	L3MBTL1 block	Tau fibril ThT	Tau fluor counter	TexasRed fluor
N#C/C(=C\Nc1ccc2c(c1)OCCO2)c1nc(-c2ccccc2)cs1	6%	-3%	2%	2%	8%	0%	-23%	1%
O=C(Nc1nnc(SCc2c(Cl)cccc2Cl)s1)c1ccc2ncsc2c1	u	-14%	0%	-5%	-6%	-2%	-12%	-6%
N=c1sccn1CC(=O)Nc1cc(Cl)ccc1[N+](=O)[O-]	-4%	2%	2%	8%	x	-12%	-9%	-1%
O=C(CN1CCCC1)Nc1cc(C(F)(F)F)ccc1Cl	u	3%	-5%	-4%	6%	1%	-1%	3%
Cc1c(C(=O)NCc2ccccc2)sc2nc3n(c(=O)c12)CCCCC3	x	x	2%	-10%	x	u	-2%	-28%
CCOc1ccc(NC(=O)c2cccc(OC(=S)N3CCC(C)CC3)c2)cc1	-5%	10%	5%	-3%	0%	u	u	2%
CCN(CC)c1ccc(NC(=O)CN2CCN(c3ccc(F)cc3)CC2)cc1	-7%	-16%	0%	10%	-27%	-15%	-15%	3%
CC(C)S(=O)(=O)c1cnc(-c2cccnc2)nc1N	x	9%	1%	4%	-6%	-1%	2%	-2%
CCS(=O)(=O)N1CCN(Cc2ccccc2OC)CC1	u	-5%	2%	1%	16%	-19%	-6%	1%
O=C(Cc1ccccc1)Nc1ccc(N2CCCC2)cc1	u	-1%	-12%	17%	x	u	u	2%
CN(C)CCCNS(=O)(=O)c1ccc(Cl)s1	u	5%	1%	0%	-22%	1%	0%	-1%
C#Cc1ccc([C@H]2C=C(C(=O)N3CCN(Cc4ccccc4)CC3)O[C@@H](OCc3ccc(CO)cc3)C2)cc1	u	3%	-6%	-11%	-16%	u	-16%	-2%
CC(=O)N1CCCc2cc(S(=O)(=O)N3CCN(c4cccc(C(F)(F)F)c4)CC3)ccc21	x	x	-1%	11%	x	-11%	-9%	2%
O=C(CSc1nc2ccccc2s1)NCCCN1CCOCC1	-2%	2%	-6%	9%	-1%	-7%	7%	1%
CCCN(Cc1cc2ccc(C)cc2[nH]c1=O)S(=O)(=O)c1ccccc1	u	-6%	-9%	-3%	x	-19%	-27%	-1%
CC1(c2ccc(OC(F)F)cc2)NC(=O)N(CC(=O)Nc2ccc3c(c2)OCO3)C1=O (stereo unspecified)	5%	7%	-5%	u	-15%	u	-21%	0%
COc1cc2c(cc1NC(=O)C(C)N1CCN(S(=O)(=O)c3ccccc3[N+](=O)[O-])CC1)oc1ccccc12 (stereo unspecified)	8%	6%	-10%	-4%	x	1%	-21%	-5%
Cc1cccc(Cn2cc(C(=O)Nc3cc(F)ccc3F)ccc2=O)c1	x	x	0%	-4%	x	0%	-14%	5%
O=C(CSc1nnc(Cc2ccccc2)o1)c1ccccc1	-3%	-7%	-2%	-2%	8%	-10%	-7%	-3%
Nc1c(Cl)cc(Cl)cc1Cl	-3%	5%	1%	x	x	x	x	-1%

5 structures out of the list, ordered by SMILES length, descending:
SMILES	ALDH1A1 inh	aGal spleen mod	TRb SRC2 PPI	Tau fibril FP	L3MBTL1 block	Tau fibril ThT	Tau fluor counter	TexasRed fluor
CCOc1ccc(NC(=O)c2cccc(OC(=S)N3CCC(C)CC3)c2)cc1	-5%	10%	5%	-3%	0%	u	u	2%
Cc1c(C(=O)NCc2ccccc2)sc2nc3n(c(=O)c12)CCCCC3	x	x	2%	-10%	x	u	-2%	-28%
O=C(CSc1nnc(Cc2ccccc2)o1)c1ccccc1	-3%	-7%	-2%	-2%	8%	-10%	-7%	-3%
O=C(Cc1ccccc1)Nc1ccc(N2CCCC2)cc1	u	-1%	-12%	17%	x	u	u	2%
Nc1c(Cl)cc(Cl)cc1Cl	-3%	5%	1%	x	x	x	x	-1%

More results.
SMILES	ALDH1A1 inh	aGal spleen mod	TRb SRC2 PPI	Tau fibril FP	L3MBTL1 block	Tau fibril ThT	Tau fluor counter	TexasRed fluor
OCCN1CCN(C(=S)c2ccc(Cl)cc2)CC1	16µM*	-1%	0%	-10%	8%	-5%	-3%	0%
Cc1nc2cc(NS(=O)(=O)c3ccc(Br)cc3)ccc2n1C	-3%	3%	-14%[53 µM]	-2%	20%	11%	11%	-3%[53 µM]
CCc1ccc(NC(=O)C2CCCN(S(=O)(=O)c3c(C)[nH]c(=O)[nH]c3=O)C2)cc1 (stereo unspecified)	-8%	6%	0%&0%	-2%&4%	-2%	-5%&-13%	2%&-3%	-5%&-1%
CC(C)Sc1ncc(Cl)c(C(=O)N(Cc2ccc(F)cc2)C2CCS(=O)(=O)C2)n1 (stereo unspecified)	x	x	2%	-5%	x	-2%	-12%	-2%
O=C(Nc1ccncc1)C1COc2ccccc2O1 (stereo unspecified)	-8%	-5%	-2%	-13%	-4%	-2%	-2%	-4%
Cc1ccc2oc(C(=O)Nc3nc(-c4ccc(F)cc4)ns3)c(C)c2c1	x	x	-6%	-3%	x	u	-14%	-2%
CCN(CC)CCN(C)C1CCC(c2ccccc2)CC1 (stereo unspecified)	-11%	10%	3%	-1%	8%	4%	4%	1%
COc1cccc(C(=O)NCCC2=CCCCC2)c1OC	u	0%	2%	5%	x	-3%	6%	-3%
CCNC(=O)[C@H](C)/C=C/C(NC(=O)OCc1ccccc1)c1ccc(C(=O)OC)cc1 (stereo partly specified)	-13%	4%	-4%	4%	x	u	-24%	-4%
CCC1CCCCN1S(=O)(=O)c1ccc(NC(=O)c2nc(SC)ncc2Cl)cc1 (stereo unspecified)	x	x	-5%	-14%	x	-4%	u	5%
CC(C)(C)c1ccc(/C=C/C(=O)c2ccc(NC3=NCCCS3)cc2)cc1	20%	5%	6%	0%	-23%	9%	7%	-1%
Cc1cc(C(=O)CN2C(=O)c3cccc(N)c3C2=O)c(C)n1Cc1cccs1	u	10%	5%	u	x	-5%	u	-1%
O=C(COc1ccc(F)cc1)Nc1ccc(C(=O)OCc2cc(=O)n3nc(C4CC4)sc3n2)cc1	x	x	8%	-3%	x	1%	3%	0%
O=C1C[C@@H]2CCN3C(=O)CCC[C@@H]([C@H]23)[C@H]1Cc1ccccc1	u	-18%[119 µM]	-3%	3%[81.3 µM]	3%	1%[81.4 µM]	-2%[81.3 µM]	u
Cc1ccc(CN2C(=O)CCC2C(=O)N2CCN(c3ccc(F)cc3)CC2)cc1 (stereo unspecified)	12%	5%	1%	3%	2%	-9%	-3%	-1%
CCOC(=O)c1cc([N+](=O)[O-])sc1N	-4%	0%	3%	10%	x	-16%	-5%	1%
COc1ccccc1N1CC(O)=C(c2nc3ccccc3c(=O)[nH]2)C1=N	u	13%	-3%	11%	-4%	u	2%	-1%
CCN(CC)CCNC(=O)c1cc2c(-c3ccc(Cl)cc3)nn(C)c2s1	u	-12%	6%	-9%	x	-11%	-25%	0%
CC(=O)Nc1nc2ccccc2n1Cc1ccc(Cl)cc1	x	4%	5%	-5%	-2%	-4%	-7%	-3%
O=C(CN(c1ccc2c(c1)OCCO2)S(=O)(=O)c1ccccc1)NCC1CCCO1 (stereo unspecified)	8%	3%	-1%	3%	x	-6%	0%	-7%
CCCCCOC(=O)C1=C(C)Nc2ncnn2C1c1cccs1 (stereo unspecified)	-3%	0%	-6%	5%	x	-12%	-7%	-4%
COc1ccc(N2CCN(C(=O)c3ccc4nc(N5CCC(C)CC5)sc4c3)CC2)cc1	x	x	-3%	-2%	x	u	-22%	-2%
CN(C)C(=O)c1c(-c2ccccc2)oc2ccc(O)cc12	u	9%	1%	-6%	-4%	-6%	-11%	0%
CCn1ccc(C(=O)Nc2ccc(N(C)C(C)=O)cc2)n1	-14%	5%	2%	3%	1%	-7%	-5%	0%
COc1ccc(C2NCCc3c2[nH]c2ccccc32)cc1COc1ccc(F)cc1 (stereo unspecified)	2%	2%	-1%	4%	-14%	u	-13%	-7%
COC(=O)c1sc2ncn(N)c(=O)c2c1C	x	4%	0%	1%	x	-4%	0%	2%
COc1ccc2c(c1)/C(=N/OC(=O)c1cccs1)CCC2	-5%	0%	8%	-11%	x	-21%	-17%	0%
C[C@H](NC(=O)c1ccco1)C(=O)Nc1ccc2c(c1)OCO2	-8%	5%	0%	3%	2%[11.4 µM]	-9%	-6%	-2%
O=C(CSc1ncnc2scc(-c3ccccc3)c12)Nc1ccc(C(=O)O)cc1	3%	5%	-10%	-4%	45%[activator]	-14%	-14%	-5%
Nc1ccc(CC2SC(=O)NC2=O)cc1 (stereo unspecified)	-7%	-7%	-16%	-3%	x	u	-14%	-5%
CC1CC(=O)C2=C(C1)Nc1ccccc1N(C(=O)COc1ccccc1)C2c1ccco1 (stereo unspecified)	1%	5%	12%	0%	x	-6%	-4%	0%
O=C(CCC1CCCN(C(=O)c2ccco2)C1)NCc1ccccc1F (stereo unspecified)	-14%	-2%	-2%	5%	6%	-1%	1%	-1%
CC(NC(=O)C(NC(=O)C(Cc1c[nH]c2ccccc12)NC(=O)OC(C)(C)C)C(C)C)C(N)=O (stereo unspecified)	5%	-4%	-6%	3%	8%	0%	0%	1%
O=C(O)c1cc(NC(=O)c2ccccc2[N+](=O)[O-])ccc1O	7%	-11%	7%	-7%	1%	-16%	-11%	-3%
O=C(CCCOc1ccccc1)NCCc1nc2ccccc2[nH]1	-9%	-2%	-1%	-12%	-3%	u	-20%	-2%

Just Tau fibril ThT, TexasRed fluor and L3MBTL1 block (2 entries from above):
mol	Tau fibril ThT	TexasRed fluor	L3MBTL1 block
CC(C)Sc1ncc(Cl)c(C(=O)N(Cc2ccc(F)cc2)C2CCS(=O)(=O)C2)n1 (stereo unspecified)	-2%	-2%	x
CC(=O)N1CCCc2cc(S(=O)(=O)N3CCN(c4cccc(C(F)(F)F)c4)CC3)ccc21	-11%	2%	x
